Screening results (PubChem BioAssay)
ST2 inh = inhibitors of human ST2 (IL1RL1) binding to IL-33, primary screen, biochemical, AlphaLISA. AlphaLISA ST2-Fc/biotin-IL-33 interaction, 1 h. Interleukin-1 receptor-like 1 (Homo sapiens), Q01638. inhibition, % for hits at 17 µM. AID 1259354, 2018. 78,000 compounds, 2.3% hits; in the data active means inhibition above about 30%; inconclusive means mostly about 10% to 28%
Target sequence (Q01638 whole entry, looked up): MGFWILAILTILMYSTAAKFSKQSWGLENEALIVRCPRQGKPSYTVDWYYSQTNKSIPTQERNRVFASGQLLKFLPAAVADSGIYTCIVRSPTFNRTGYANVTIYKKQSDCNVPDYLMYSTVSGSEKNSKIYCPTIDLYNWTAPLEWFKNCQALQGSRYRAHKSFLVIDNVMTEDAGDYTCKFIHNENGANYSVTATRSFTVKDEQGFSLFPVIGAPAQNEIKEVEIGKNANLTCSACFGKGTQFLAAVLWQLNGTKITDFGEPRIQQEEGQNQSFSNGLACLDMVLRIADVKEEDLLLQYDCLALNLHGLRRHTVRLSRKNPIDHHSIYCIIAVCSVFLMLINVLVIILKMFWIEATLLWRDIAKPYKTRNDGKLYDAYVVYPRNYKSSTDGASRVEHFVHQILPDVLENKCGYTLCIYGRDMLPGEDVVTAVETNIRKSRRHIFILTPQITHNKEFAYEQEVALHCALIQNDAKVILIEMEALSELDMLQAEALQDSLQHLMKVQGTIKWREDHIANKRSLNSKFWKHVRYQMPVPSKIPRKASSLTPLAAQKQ
Calls only; i = inactive; ? = inconclusive.

SMILES	ST2 inh
CCOc1ccc(C2CC(=O)N3CN(c4ccc(OC)cc4)CSC3=C2C#N)cc1OC (centres undefined)	i
CN(CC(=O)Nc1ccc(Cl)cc1)S(=O)(=O)c1ccc2c(c1)CCC(=O)N2	i
CCOC(=O)N1CCN(Cc2ccccc2Br)CC1	i
CC1=C(C(=O)Nc2ccc(C)cn2)C(c2ccc(C)cc2)C2=C(CCCC2=O)N1 (centres undefined)	i
N#CC1=C(N)Oc2c(c(=O)oc3ccccc23)[C@]12C(=O)N(CC(N)=O)c1ccccc12	i
CC(=O)N1c2ccc(S(=O)(=O)N3CCCCC3)cc2CC1C(=O)N1CCc2ccccc2C1 (centres undefined)	i
COc1ccc2cc3cc(C(=O)NC4CC4)sc3nc2c1	i
C=CCn1c(-c2nonc2NC(=O)c2ccccc2Cl)nc2ccccc21	i
Cc1ccc(N2C(=O)C3C4C=CC(C)(O4)C3C2=O)cc1[N+](=O)[O-] (centres undefined)	i
O=[N+]([O-])c1ccc(CN2CCSCC2)o1	?
COc1cc(C)ccc1OCCOc1ccccc1OC(C)C	i
O=c1/c(=C/c2ccc(Cl)cc2)sc2nnc(-c3ccccc3)n12	i
CCCn1cc(S(=O)(=O)CC(=O)N2CCc3ccccc32)c2ccccc21	i
Cc1c(CC(=O)NC2CCSC2)c2c(n1Cc1ccccc1)CCCC2=O (centres undefined)	?
Cc1ccc(NC(=O)C(C)C)c(C(=O)N(C)Cc2cnc3ccccn23)c1	i
Cc1ccc(CNC(=O)CCc2c(C)nc3c(-c4ccc(F)cc4)c(C)nn3c2C)cc1	i
O=C(Cc1cccs1)N1CCN=C1SCc1c(F)cccc1Cl	i
CC1=C(C(=O)OC2CCCCC2)C(c2cccnc2)n2ncnc2N1 (centres undefined)	i
CCOc1ccc(NC(=O)Cc2ccc([N+](=O)[O-])cc2)cc1	i
O=S(=O)(c1cccc(-c2nnc(-c3ccc(Br)cc3)o2)c1)N1CCCCCC1	?
COC(=O)[C@@H](C)NC(=O)[C@H]1CN(C(=O)c2cccnc2)CCN1S(C)(=O)=O	i
CCOCCCN(C)C1CCN(C(=O)C2CCN(c3ccc(-c4cccs4)nn3)CC2)CC1	i
O=C1CC2CS(=O)(=O)CC2N1c1cc(Cl)ccc1Cl (centres undefined)	i
CCCCCSc1nnc2c(n1)OC(c1ccco1)N(C(C)=O)c1ccccc1-2 (centres undefined)	i
O=C(NCCNC(=O)C1CC2CCC1C2)C1CC2CCC1C2 (centres undefined)	i

(cont.)
SMILES	ST2 inh
O=C1CCc2cc(S(=O)(=O)N3CCCCC3)ccc2N1	i
O=c1oc2ccccc2c(O)c1C=Nc1ncccn1	i
CCn1c(C)csc1=Nc1cccc(C(F)(F)F)c1	i
COc1ccc(NC(=O)CSc2n[nH]c(C)c2[N+](=O)[O-])cc1OC	i
CN1CCN(C(=O)c2cc(-c3ccc(F)cc3)on2)CC1	i
COc1ccc(Cl)cc1N(CC(=O)NCc1ccco1)S(C)(=O)=O	i
CN(C)c1nccnc1Oc1ccccc1CN1CCOCC1	i
CN(C)c1ccc(C(=O)Nc2nc3ccc(S(C)(=O)=O)cc3s2)cc1	i
Cc1ccc2nc(COc3cccc(NC(=O)CSc4ccccc4)c3)cc(=O)n2c1	i
Nc1ccc(Cc2ccc(N)c(O)c2)cc1O	?
O=C(NCc1ccc(Cl)cc1)c1cc(-c2ccc(Br)cc2)on1	i
Cc1ccc(N2CSC3=C(C#N)C(c4ccccc4Cl)CC(=O)N3C2)cc1 (centres undefined)	i
CCCc1cc(C(=O)NCc2cccs2)no1	?
O=C(O)c1ccccc1CN(Cc1ccccn1)CC1CCCO1 (centres undefined)	i
O[C@@H]1CN(Cc2cnn(-c3ccccc3)c2)CC[C@H]1c1ccc(F)cc1	i
CCn1c(CCNc2ccccc2)n[nH]c1=O	i
Cc1ccc(NS(=O)(=O)c2ccc3[nH]cc(C(=O)O)c(=O)c3c2)cc1C	i
COc1ccc(C2CC(=O)N3CN(c4cccc(Cl)c4)CSC3=C2C#N)cc1 (centres undefined)	i
CC(C)COC(=O)OCN1C(=O)CN(CCN2CC(=O)N(COC(=O)OCC(C)C)C(=O)C2)CC1=O	?
COc1cc(/C=C2\SC(=O)N(c3ccc(O)cc3)C2=O)ccc1O	?
COc1ccc(/C=C/C(=O)N2CCCC(c3nc(C)ncc3Cc3ccccc3)C2)cc1 (centres undefined)	?
Cc1ncsc1CCC(=O)N1[C@@H]2CC[C@H]1CNC(=O)C2	?
CSc1ccccc1NC(=O)c1cnc2n(c1=O)CCS2	i
COc1ccc(NC(=O)c2sc3ccccc3c2Cl)cc1Cl	i
COc1cccc(C2C(C(=O)OCc3ccccc3)=C(C)Nc3nnnn32)c1OC (centres undefined)	?

New compounds follow:
SMILES	ST2 inh
CCn1cc(C(=O)NCCCOC(C)C)c(=O)c2cc(S(=O)(=O)N3CCOCC3)ccc21	i
CN1CC2(CCN(C(=O)c3coc4c3C(=O)CCC4)C2)OC1=O (centres undefined)	i
CCCN(Cc1cccnc1)Cc1c(C)nn(C)c1Cl	i
COCc1[nH]nc2c1C(c1ccc(OC)cc1)C(C#N)=C(N)O2 (centres undefined)	i
Cc1ccc(Oc2ncccc2CNC(=O)c2ccc3occc3c2)cn1	i
O=C(O)c1cccc(-n2nc3c4nonc4ccc3[n+]2[O-])c1	i
CCC(=O)Nc1cccc(OCC(=O)N(C)C(C)c2nccs2)c1 (centres undefined)	?
Cc1ccccc1C1=N/C(=C\c2c(F)cccc2Cl)C(=O)O1	?
CCOC(=O)c1c(-c2ccccc2)oc2ccc(OC(C)C(=O)O)cc12 (centres undefined)	i
CCNc1ncc(C(=O)N2CCN(Cc3ccc(F)cc3)C(=O)C2)cn1	i
NC(=O)CN1CCCC(C(=O)NCCCc2ccccc2O)C1 (centres undefined)	?
Cc1cc(C)n(-c2ccc3cccc([N+](=O)[O-])c3n2)n1	i
COc1ccc([N+](=O)[O-])cc1NC(=O)c1ccc(C)c(Cl)c1	i
CCOC(=O)N1CCC(N2CCN(CC(C)(C)C)C(CCO)C2)CC1 (centres undefined)	?
COC(=O)C12CCC(C)C(C)C1C1=CCC3C4(C)CCC(OC(C)=O)C(C)(C)C4CCC3(C)C1(C)CC2 (centres undefined)	i
CC1(C)CC(=O)C2=C(C1)OC(N)=C(C#N)C2c1ccc(Br)o1 (centres undefined)	i
Cc1c(C#N)c(N=CN(C)C)c(C(=O)c2ccccc2)n1-c1ccccc1	?
O=C(Nc1cccc(OCc2cc(=O)n3cc(Cl)ccc3n2)c1)c1ccco1	i
Cc1cc(Nc2ccccc2)nc(N2CCN(S(=O)(=O)c3ccc(Br)cc3)CC2)n1	?
O=C(N[C@H]1CO[C@H]2[C@@H]1OC[C@@H]2n1nnnc1-c1ccc2c(c1)OCO2)c1ccc(C(F)(F)F)cc1	i
CSc1nc(C2CC2)cc(-c2ccccc2)c1C#N	?
O=S(=O)(NCc1cccnc1)c1cccs1	i
CCOc1ccc(NC(=O)CSc2nc3c(c(=O)n2-c2ccccc2)SCC3)cc1	i
CCCOc1ccc(C2C(C#N)=C(N)OC3=C2C(=O)CCC3)cc1 (centres undefined)	?
CCc1ccc(S(=O)(=O)N2CCSC2c2ccccc2Cl)cc1 (centres undefined)	i

Rewritten as a markdown table: five of the compounds above
| mol | ST2 inh |
| --- | --- |
| O=C(Nc1cccc(OCc2cc(=O)n3cc(Cl)ccc3n2)c1)c1ccco1 | i |
| COc1ccc(NC(=O)CSc2n[nH]c(C)c2[N+](=O)[O-])cc1OC | i |
| C=CCn1c(-c2nonc2NC(=O)c2ccccc2Cl)nc2ccccc21 | i |
| CN(C)c1ccc(C(=O)Nc2nc3ccc(S(C)(=O)=O)cc3s2)cc1 | i |
| CCCN(Cc1cccnc1)Cc1c(C)nn(C)c1Cl | i |

Further entries:
SMILES	ST2 inh
CCc1c(C)nc2ncnn2c1Sc1ccccc1NC(=O)Nc1cccc(Cl)c1	?
Cc1cc(C)cc(N(CC(=O)N2CCN(C)CC2)S(=O)(=O)c2ccccc2)c1	i
O=C(NC1CCCC1)c1ccc2c(c1)N(Cc1ccc(F)cc1Cl)C(=O)CS2	i
COc1ccc(-n2ccnc2-c2c(-c3ccccc3)ncn2CCCO)cc1	?
COc1ccc(Nc2cc(C)nc(Nc3ccc(NC(=O)c4cc(C)cc(C)c4)cc3)n2)cc1	?
CC(C)CN1C(=O)N(C)C(=O)C12CCN(Cc1cccc(Oc3ccccc3)c1)CC2	?
COc1ccc(C2CC(c3ccc(Br)cc3)=NN2C(=O)CCCC(=O)O)cc1 (centres undefined)	i
CCCc1cc(NCC2CNCCOC2)nc(C)n1 (centres undefined)	i
CCCN(CCC)S(=O)(=O)c1ccc(C(=O)Nc2nnc(N=Cc3ccccc3)s2)cc1	i
O=C(Nc1ccccc1)N[C@H]1[C@H](O)[C@@H](Oc2ccccc2)[C@@H]2OC[C@H]1O2	i
CC(C)C1CN(Cc2noc(C(C)(C)C)n2)CCC(=O)N1CC1CC1 (centres undefined)	i
CC(C)n1c(CCNC(=O)C(C)(C)C)nc2ccccc21	i
COC(=O)c1c(C)nc2n(Cc3ccccc3Cl)c3ccccc3n12	i
CCN(CC)Cc1cnc2c(C(=O)Nc3ccc(-n4ccnc4)cc3)cnn2c1	i
COc1cccc2sc(N(C)c3ccccc3)nc12	i
N#CC1=C(N)OC2=C(C(=O)CCC2)C1c1ccc(-c2ccccc2)cc1 (centres undefined)	i
CC(=O)Oc1ccc2oc(-c3ccccc3)c(C(=O)O)c2c1	i
Cc1n[nH]c(C)c1S(=O)(=O)NCc1ccccc1	?
O=C(NC1CCCCCC1)C1CCN(S(=O)(=O)c2ccccc2)CC1	i
O=C(N1CCOCC1)n1cnc2ccccc21	?
O=C(Cc1ccc(Br)cc1)Nc1cccc(F)c1	?
CN1CCCNC1c1ccc(-c2ccc(Br)cc2)o1 (centres undefined)	?
CCOc1ccccc1NC(=O)CSC1=NN2CCCC(=O)N=C2S1	i
CCCN(C(=O)C1CCCN1S(=O)(=O)c1cccc2nsnc12)c1ccc(C(C)C)cc1 (centres undefined)	i
O=C(O)c1ccc(C2SCC(=O)N2CCc2ccccc2)cc1 (centres undefined)	i

Following part.
SMILES	ST2 inh
Cc1c(Cl)c([N+](=O)[O-])nn1CCCC(=O)Nc1c(F)cc(F)cc1Br	i
COc1ccc(C2=CC(=O)N(c3ccccc3)C(c3ccccc3)O2)cc1 (centres undefined)	i
CC(=O)c1c(N)nc(C)nc1-c1ccccc1	?
CCCn1cc(C(=O)N2CCCN(C)C3(CCN(C)CC3)C2)c(C)n1	?
COCCNC[C@@H]1C=C(C)[C@H](Cc2nnc(-c3ccccc3)o2)C[C@H]1C(C)C	i
NS(=O)(=O)c1ccc(NC(=O)c2cc(-c3ccc(Cl)s3)nc3ccccc23)cc1	?
CCC(Sc1nnc(C)c(=O)[nH]1)C(=O)Nc1ccccc1C#N (centres undefined)	?
COc1ccc(Nc2cc(C)nc(Nc3ccc(NC(=O)c4ccc(Br)o4)cc3)n2)cc1	?
Cc1nn(CCCC(=O)NCc2ccccc2)c(C)c1[N+](=O)[O-]	i
O=c1cnn2c(=O)/c(=C/c3cccc([N+](=O)[O-])c3)sc2n1	i
Cc1ccc(-c2nc3n(n2)C(=O)CC(c2ccc(Cl)cc2)S3)cc1 (centres undefined)	?
Cc1ccc(NS(=O)(=O)c2cccc3cccnc23)c(Br)c1	i
Cn1cnnc1SCC(=O)NC1CC(=O)N(CCc2ccccc2)C1 (centres undefined)	i
Cc1ccccc1C(NC(=O)Cc1nc2ccccc2[nH]1)c1ccncc1 (centres undefined)	i
O=C1C2CCCN2C(c2ccc(F)cc2)N1c1nccs1 (centres undefined)	?
Cc1cc(NC(=O)c2cc(-c3ccc(C)s3)nc3ccccc23)no1	i
CCSc1nnc2c(n1)OC(c1ccc(OC)c(O)c1)Nc1ccccc1-2 (centres undefined)	i
COc1ccc(-c2cc(N3CCN(S(=O)(=O)c4ccccc4C)CC3)ncn2)cc1	i
CCN(CC)C(=O)Cc1cn(C)c2ccccc12	i
CCN(CC)C(=O)c1oc2ccc(S(=O)(=O)N3CCCC3)cc2c1C	i
C=CCSc1nnc2c(n1)OC(c1ccccn1)N(C(C)=O)c1ccccc1-2 (centres undefined)	i
Cc1cc(N2CC[C@@H](N3CCOCC3)[C@H](O)C2)nc(-c2ccccc2)n1	i
COc1cc2c(cc1OC)CN(C1CCCN(C(=O)CSc3ccccc3)C1)CC2 (centres undefined)	i
O=C(Cc1cccs1)NCc1cccc(CNC(=O)Cc2cccs2)c1	i
CCn1cc(C(=O)NC2CCCCCC2)c(=O)c2cc(S(=O)(=O)N3CCCCC3)ccc21	?

13 structures from above, arranged by count of non-hydrogen atoms, rising.
SMILES	ST2 inh
CC(=O)c1c(N)nc(C)nc1-c1ccccc1	?
CCN(CC)C(=O)Cc1cn(C)c2ccccc12	i
O=C1C2CCCN2C(c2ccc(F)cc2)N1c1nccs1 (centres undefined)	?
Cc1ccc(NS(=O)(=O)c2cccc3cccnc23)c(Br)c1	i
CCC(Sc1nnc(C)c(=O)[nH]1)C(=O)Nc1ccccc1C#N (centres undefined)	?
Cc1ccc(-c2nc3n(n2)C(=O)CC(c2ccc(Cl)cc2)S3)cc1 (centres undefined)	?
CCCn1cc(C(=O)N2CCCN(C)C3(CCN(C)CC3)C2)c(C)n1	?
Cc1cc(N2CC[C@@H](N3CCOCC3)[C@H](O)C2)nc(-c2ccccc2)n1	i
Cc1ccccc1C(NC(=O)Cc1nc2ccccc2[nH]1)c1ccncc1 (centres undefined)	i
COCCNC[C@@H]1C=C(C)[C@H](Cc2nnc(-c3ccccc3)o2)C[C@H]1C(C)C	i
NS(=O)(=O)c1ccc(NC(=O)c2cc(-c3ccc(Cl)s3)nc3ccccc23)cc1	?
COc1cc2c(cc1OC)CN(C1CCCN(C(=O)CSc3ccccc3)C1)CC2 (centres undefined)	i
COc1ccc(Nc2cc(C)nc(Nc3ccc(NC(=O)c4ccc(Br)o4)cc3)n2)cc1	?

The list continues.
SMILES	ST2 inh
Cc1nn(CCC#N)c(C)c1[C@@H]1C=C[C@@H](NC(=O)Nc2ccccc2)C1	?
O=C(NCc1ccccc1)c1ccc2nc3c(cc2c1)CCS3	i
Cc1cccc(-n2nc3c(c2NC(=O)c2cccs2)CSC3)c1	i
CCOC(=O)c1ccc(Nc2nc3nonc3nc2N(CC)CC)cc1	i
Cc1cccnc1CN1CCN(Cc2ccc3nsnc3c2)CC1	?
O=C(c1ccc2c(c1)OCCO2)N1CCCCC1	i
Cc1n[nH]c(C)c1CCc1n[nH]c(=O)n1-c1cc(F)ccc1F	i

A portion of the library; the hit share may differ from the screen's.
